DAGLB inhibitor = diacylglycerol lipase beta (human) inhibition; HEK293T DAGLB membrane lysate, EnzChek fluorogenic substrate; inhibition, % at 5.17 µM; actives 0.059% (n = 340,000); AID 504411; in the data active = inhibition above about 34%;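 also: 0% = enzyme with vehicle and 100% = wells lacking enzyme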
SR-BI HDL uptake = inhibitors of mouse SR-BI mediated HDL lipid uptake; Q61009; ldlA[mSR-BI] CHO cells, DiI-HDL uptake fluorescence, 3 h; actives 0.96% (n = 320,000); inhibition, % at 12.5 µM;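 active = mean replicate inhibition of at least 70% and a set share of replicates each scoring 70 or more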;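 also: 0% = median of neutral control wells and 100% = median of positive control wells; values of inactives mirror those of a sister screen read the other way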
Arrestin-AP2 inh = blocks beta-arrestin peptide binding to AP2 adaptin | FITC-arrestin peptide / GST-AP2 beads, flow cytometry; AP2 beta2 appendage carries R879A mutation | inhibition, % at 10 µM | actives 0.31% (n = 340,000);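 active = inhibition above a set limit, near 3 SD of compounds lacking own fluorescence, cut at about 54% in these data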;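 also: plate controls were DMSO wells for no effect and 5 µM unlabelled arrestin peptide for full effect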
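system = GST-tagged AP2 beta2-adaptin appendage (R879A) on 4 µm glutathione beads | reagent = FITC-labelled arrestin peptide probe, 50 nM final | schedule = compound with beads 12 min RT, then probe 1 h RT | signal = HyperCyt-sampled flow cytometry, FL1 channel, ex 488/em 535 nm | read-out = percent response from loss of bead-bound FITC fluorescence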
RTF Ca sens inh = cardiac RTF calcium desensitization; P19429+P45379; IANBD-labeled cardiac RTF, Ca2+ fluorescence; inhibition, % at 7.15 µM; actives 0.12% (n = 340,000);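 active = inhibition above the mean inhibition of all tested compounds plus 3 SD, cut at about 17% in these data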;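 also: assay run at fixed EC70 calcium of 1.6 mM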
Keap1-Nrf2 PPI = disrupts human Keap1 binding to Nrf2 peptide; Q14145; Keap1 Kelch-Nrf2 peptide fluorescence polarization, 1536-well; inhibition, % at 9.4 µM; actives 0.15% (n = 340,000); AID 504523; in the data active = inhibition above about 12%;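 also: human Keap1 Kelch domain with fluorescein labeled Nrf2 9mer peptide probe; 0% = neutral control wells and 100% = peptide positive control; higher means more block of Keap1 binding to Nrf2 peptide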
Target sequence (Q14145 whole entry, looked up, the tested form may be a part): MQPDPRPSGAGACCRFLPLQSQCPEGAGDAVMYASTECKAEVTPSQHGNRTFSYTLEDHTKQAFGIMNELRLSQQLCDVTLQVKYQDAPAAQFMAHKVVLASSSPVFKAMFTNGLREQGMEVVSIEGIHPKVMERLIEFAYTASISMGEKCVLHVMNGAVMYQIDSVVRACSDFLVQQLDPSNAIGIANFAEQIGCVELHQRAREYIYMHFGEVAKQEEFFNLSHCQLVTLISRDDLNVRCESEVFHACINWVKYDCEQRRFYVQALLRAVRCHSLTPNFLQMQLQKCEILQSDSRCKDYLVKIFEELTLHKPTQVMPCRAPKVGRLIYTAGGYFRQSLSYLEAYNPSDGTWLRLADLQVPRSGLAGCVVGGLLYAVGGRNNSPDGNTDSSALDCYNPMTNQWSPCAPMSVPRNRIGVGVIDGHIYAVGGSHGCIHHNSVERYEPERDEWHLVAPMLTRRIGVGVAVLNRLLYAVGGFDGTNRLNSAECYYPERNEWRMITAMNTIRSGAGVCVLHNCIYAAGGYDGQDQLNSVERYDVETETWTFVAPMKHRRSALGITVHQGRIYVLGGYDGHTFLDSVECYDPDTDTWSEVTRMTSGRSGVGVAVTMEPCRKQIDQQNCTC
SR-BI DiI-HDL act = activators of SR-BI mediated HDL lipid uptake; CHO ldlA[mSR-BI] cells, DiI-HDL uptake fluorescence, 3 h; 100 = double the neutral-control signal; activation, % at 12.5 µM; actives 0.096% (n = 320,000);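 active = mean replicate activation of at least 60% and every replicate at or above 60%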;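 also: 0% = median plate neutral-control signal and 100% = twice that signal; values of inactives mirror those of a sister screen read the other way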
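System: CHO ldlA[mSR-BI] cells / Medium: HEPES-buffered (25 mM, pH 7.4) F12 plus 0.5% BSA / Probe or stimulus: labelled HDL, 10 µg/mL / Doses: single compound concentration, delivered by pin transfer / Schedule: 3 h, 37 °C / Measured by: DiI fluorescence, bottom read / Measure: cell-associated DiI fluorescence as measure of HDL uptake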
PKA-R2B act = PKA-R2B complex activation; P22694+P31323; PKA-R2B holoenzyme dissociation, Cy5-IP20 fluorescence polarization; R2B truncated from residue 108, S112A mutant; 0% DMSO only, 100% 113 µM cGMP; activation, % at 11.4 µM; actives 0.079% (n = 340,000); AID 504700;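 active = activation above a cutoff set at the mean over all compounds plus 3 SD, cut at about 18% in these data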;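 also: higher means more holoenzyme dissociation and a rise in polarization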
Target sequence (P31323 whole entry, looked up, other chains not shown, the tested form may be a part): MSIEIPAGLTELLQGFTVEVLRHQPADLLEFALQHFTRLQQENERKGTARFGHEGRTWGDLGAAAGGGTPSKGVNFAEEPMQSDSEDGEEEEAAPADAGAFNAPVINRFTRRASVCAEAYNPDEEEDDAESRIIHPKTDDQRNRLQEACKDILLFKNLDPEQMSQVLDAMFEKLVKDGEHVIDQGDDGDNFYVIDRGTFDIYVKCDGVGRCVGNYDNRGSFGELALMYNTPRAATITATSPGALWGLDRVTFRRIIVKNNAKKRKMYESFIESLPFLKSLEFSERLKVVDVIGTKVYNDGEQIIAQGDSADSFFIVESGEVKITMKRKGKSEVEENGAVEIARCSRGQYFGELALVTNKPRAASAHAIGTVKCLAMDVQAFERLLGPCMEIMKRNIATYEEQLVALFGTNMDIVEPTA
C-LANA FP = inhibitors of KSHV LANA C-terminal domain DNA binding. inhibition, % at 9 µM. MBP-C-LANA/FAM-LBS DNA binding, fluorescence polarization. actives 0.078% (n = 340,000);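 active = highest replicate inhibition at or above 60% at 9 µM, even if other replicates fall short; inactive = all replicates below 60% inhibition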;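 also: 0% = neutral control wells and 100% = 4 µM acridine orange control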
NSD2 inh = blocks human histone methyltransferase NSD2; O96028; NSD2 peptide methylation, AlphaScreen, 120 min; inhibition, % at 12.5 µM; actives 0.54% (n = 310,000); AID 743445; in the data active = inhibition above about 50%
PvdQ acylase = P. aeruginosa PvdQ acylase inhibition; purified PvdQ acylase, fluorescence plate reader; actives 0.063% (n = 340,000); AID 488965; inhibition, % at 10 µM; in the data active = inhibition above about 30%, passing the limit was not always enough;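 also: 0% = vehicle neutral wells and 100% = reference inhibitor wells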
Starred values were filed as active, the others as inactive.

Screening COc1cc(NC(=O)COc2cccc(C)c2C)ccc1NC(=O)c1ccco1 returned DAGLB inhibitor -2, Arrestin-AP2 inh 17, RTF Ca sens inh -2, Keap1-Nrf2 PPI -3, PKA-R2B act -8, C-LANA FP 0.4, NSD2 inh 11 and PvdQ acylase -1.
CCCCSCCCNC(=O)c1ccc(CS(=O)(=O)c2ccccc2OC)o1 was read as DAGLB inhibitor 2, SR-BI HDL uptake 10, Arrestin-AP2 inh -9, RTF Ca sens inh 2, Keap1-Nrf2 PPI -5, SR-BI DiI-HDL act -10, PKA-R2B act 5, C-LANA FP -0.8, NSD2 inh 4 and PvdQ acylase -4.
For CCn1c(CC(=O)Nc2ccccc2)nnc1SCC(=O)NC1=NCCS1 the results were DAGLB inhibitor 1, Arrestin-AP2 inh -1, RTF Ca sens inh 1, Keap1-Nrf2 PPI -1, PKA-R2B act -11, C-LANA FP 0.6, NSD2 inh 2 and PvdQ acylase -12.
CC(NC(=O)c1c(O)c2ccccc2n(C)c1=O)c1ccccc1 (stereo not drawn) was read as DAGLB inhibitor -10, SR-BI HDL uptake 5, Arrestin-AP2 inh -3, RTF Ca sens inh -8, Keap1-Nrf2 PPI -3, SR-BI DiI-HDL act -5, PKA-R2B act -11, C-LANA FP -1.1 and PvdQ acylase -10.
Screening O=c1cc(O)nc2n1CCCS2 returned DAGLB inhibitor 1, SR-BI HDL uptake -25, Arrestin-AP2 inh 1, RTF Ca sens inh 5, Keap1-Nrf2 PPI 4, SR-BI DiI-HDL act 25, PKA-R2B act 10, C-LANA FP 2.2, NSD2 inh -4 and PvdQ acylase -4.
For Cc1c(NS(=O)(=O)c2ccc(C(=O)N(C)Cc3cccc(Cl)c3Cl)cc2)c(=O)n(-c2ccccc2)n1C the results were DAGLB inhibitor 0, SR-BI HDL uptake 7, Arrestin-AP2 inh 1, RTF Ca sens inh -14, Keap1-Nrf2 PPI 0, SR-BI DiI-HDL act -7, PKA-R2B act 3, C-LANA FP -0.8, NSD2 inh -1 and PvdQ acylase 4.
Screening COc1ccc(S(=O)(=O)N(C)c2ccc(C(=O)NCCC(C)C)cc2)cc1 returned DAGLB inhibitor -4, SR-BI HDL uptake 26, Arrestin-AP2 inh 8, RTF Ca sens inh 5, Keap1-Nrf2 PPI -4, SR-BI DiI-HDL act -26, PKA-R2B act -13, C-LANA FP -1.3, NSD2 inh -2 and PvdQ acylase -5.
`CCOc1cc(CNCCc2ccccc2)ccc1OCC(=O)NC(C)(C)C` gave DAGLB inhibitor -2, SR-BI HDL uptake 23, Arrestin-AP2 inh 17, RTF Ca sens inh -9, Keap1-Nrf2 PPI 0, SR-BI DiI-HDL act -23, PKA-R2B act -8, C-LANA FP -0.1, NSD2 inh 1 and PvdQ acylase -11.
CC(=O)Oc1ccc2c(=O)c(Oc3ccccc3[N+](=O)[O-])coc2c1 was read as DAGLB inhibitor 0, SR-BI HDL uptake -36, Arrestin-AP2 inh 4, RTF Ca sens inh -7, Keap1-Nrf2 PPI -2, SR-BI DiI-HDL act 36, PKA-R2B act -2, C-LANA FP -1.3, NSD2 inh 0 and PvdQ acylase 4.
CC1=NN(c2ccccc2)C(=O)/C1=C/c1cn(C)c2ccccc12 was read as DAGLB inhibitor 22, SR-BI HDL uptake 23, Arrestin-AP2 inh -9, RTF Ca sens inh 2, Keap1-Nrf2 PPI -2, SR-BI DiI-HDL act -23, PKA-R2B act -1, C-LANA FP 1.4, NSD2 inh 8 and PvdQ acylase 1.
For COCC(=O)Nc1ccc(C(N)=O)cc1 the results were DAGLB inhibitor -2, SR-BI HDL uptake -32, Arrestin-AP2 inh -5, RTF Ca sens inh 0, Keap1-Nrf2 PPI 2, SR-BI DiI-HDL act 32, PKA-R2B act -1, C-LANA FP 0.9, NSD2 inh -2 and PvdQ acylase 16.
Screening COc1ccccc1/C=N/Nc1nc(C)cc(C)n1 returned DAGLB inhibitor -1, SR-BI HDL uptake 7, Arrestin-AP2 inh 6, RTF Ca sens inh -12, Keap1-Nrf2 PPI -2, SR-BI DiI-HDL act -7, PKA-R2B act -1, C-LANA FP -0.4, NSD2 inh 0 and PvdQ acylase -10.
Cc1ccc(Cl)cc1NC(=O)C1CCCN(S(=O)(=O)c2c(C)noc2C)C1 (stereo not drawn) was read as DAGLB inhibitor -1, SR-BI HDL uptake 23, Arrestin-AP2 inh 15, RTF Ca sens inh -5, Keap1-Nrf2 PPI -1, SR-BI DiI-HDL act -23, PKA-R2B act -1, C-LANA FP -0.6 and PvdQ acylase -4.
CC(=O)Nc1nc(NC(=O)/C=C/c2ccccc2)n(-c2ccccc2)n1 was read as DAGLB inhibitor 0, SR-BI HDL uptake -2, Arrestin-AP2 inh 11, RTF Ca sens inh -1, Keap1-Nrf2 PPI -4, SR-BI DiI-HDL act 2, PKA-R2B act 17, C-LANA FP 1.4, NSD2 inh 1 and PvdQ acylase -1.
`O=C(Cn1nnc2ccccc2c1=O)Nc1cc(C(F)(F)F)ccc1N1CCOCC1` gave DAGLB inhibitor -1, SR-BI HDL uptake -1, Arrestin-AP2 inh -5, RTF Ca sens inh -5, Keap1-Nrf2 PPI -1, SR-BI DiI-HDL act 1, PKA-R2B act 4, C-LANA FP 0.7, NSD2 inh 1 and PvdQ acylase -14.
`C#CCCCCCCC#CCN(C)C` gave DAGLB inhibitor -4, SR-BI HDL uptake -13, RTF Ca sens inh -17, Keap1-Nrf2 PPI 6, SR-BI DiI-HDL act 13, PKA-R2B act 4, C-LANA FP 1.3, NSD2 inh 2 and PvdQ acylase 11.
Screening COc1cc(C(=O)N2CCC(NC(=O)C(Cc3ccccc3C)NC(C)=O)CC2)cc(OC)c1OC (stereo not drawn) returned DAGLB inhibitor -2, SR-BI HDL uptake 1, Arrestin-AP2 inh 15, RTF Ca sens inh -25, Keap1-Nrf2 PPI -2, SR-BI DiI-HDL act -1, PKA-R2B act -3, C-LANA FP -1.3, NSD2 inh -2 and PvdQ acylase -6.
O=C(CCn1cccc1)Nc1cccc(F)c1 was read as DAGLB inhibitor 0, SR-BI HDL uptake -19, Arrestin-AP2 inh 6, RTF Ca sens inh -7, Keap1-Nrf2 PPI -4, SR-BI DiI-HDL act 19, PKA-R2B act -1, C-LANA FP -0.4, NSD2 inh 0 and PvdQ acylase -16.
For Cc1ccc(C(=O)N/C(=C\c2cn(-c3ccccc3)nc2-c2ccccc2)C(=O)N2CCOCC2)cc1 the results were DAGLB inhibitor 1, SR-BI HDL uptake -11, Arrestin-AP2 inh -4, RTF Ca sens inh -2, Keap1-Nrf2 PPI -3, SR-BI DiI-HDL act 11, PKA-R2B act 0, C-LANA FP -1.9, NSD2 inh 24 and PvdQ acylase -10.
Cc1cc(C)cc(OCCNC(=O)CCc2ccccc2)c1 was read as DAGLB inhibitor -3, SR-BI HDL uptake -6, Arrestin-AP2 inh -2, RTF Ca sens inh -4, Keap1-Nrf2 PPI 3, SR-BI DiI-HDL act 6, PKA-R2B act -2, C-LANA FP 8.7, NSD2 inh -6 and PvdQ acylase -5.
`CCN(CC)S(=O)(=O)c1cc(NC(=O)COC(=O)c2ccc(NC(=O)CC#N)cc2)ccc1C` gave DAGLB inhibitor -4, SR-BI HDL uptake 17, Arrestin-AP2 inh -5, RTF Ca sens inh -3, Keap1-Nrf2 PPI -2, SR-BI DiI-HDL act -17, PKA-R2B act -3, C-LANA FP -4.0, NSD2 inh 32 and PvdQ acylase -17.
For O=C(O)CC(Cc1ccc(Cl)cc1)C(=O)Nc1ccccc1 (stereo not drawn) the results were DAGLB inhibitor -2, SR-BI HDL uptake -7, Arrestin-AP2 inh 0, RTF Ca sens inh -2, Keap1-Nrf2 PPI 4, SR-BI DiI-HDL act 7, PKA-R2B act 7, C-LANA FP -0.5, NSD2 inh -2 and PvdQ acylase 2.
CC(C)C(NC(=O)c1ccccc1F)C(=O)NCC(c1ccco1)N1CCCCC1 (stereo not drawn) was read as DAGLB inhibitor 3, SR-BI HDL uptake -32, Arrestin-AP2 inh 10, RTF Ca sens inh -1, Keap1-Nrf2 PPI -7, SR-BI DiI-HDL act 32, PKA-R2B act 5, C-LANA FP -0.6, NSD2 inh -2 and PvdQ acylase -2.
For CC(C)NS(=O)(=O)c1ccc(NC(=O)C(C)OC(=O)CCC(=O)c2cccs2)cc1 (stereo not drawn) the results were DAGLB inhibitor -1, SR-BI HDL uptake 16, Arrestin-AP2 inh 17, RTF Ca sens inh -4, Keap1-Nrf2 PPI -4, SR-BI DiI-HDL act -16, PKA-R2B act -4, C-LANA FP -0.1, NSD2 inh 5 and PvdQ acylase -16.
Screening COc1cccc(/C(C)=N/N=C(\C)c2cccc(OC)c2)c1 returned DAGLB inhibitor -12, SR-BI HDL uptake 6, Arrestin-AP2 inh 0, RTF Ca sens inh -1, Keap1-Nrf2 PPI -1, SR-BI DiI-HDL act -6, PKA-R2B act -8, C-LANA FP -1.1, NSD2 inh -6 and PvdQ acylase -8.
Screening CC(=O)NC(Cc1cccc(C)c1)C(=O)NC1CCN(C(=O)NCc2ccccc2)CC1 (stereo not drawn) returned DAGLB inhibitor 1, SR-BI HDL uptake -10, Arrestin-AP2 inh 5, RTF Ca sens inh -1, Keap1-Nrf2 PPI 1, SR-BI DiI-HDL act 10, PKA-R2B act -9, C-LANA FP 0.5, NSD2 inh -2 and PvdQ acylase -9.
Screening CC(Oc1cccc(Br)c1)C(=O)NNC(=O)c1ccccn1 (stereo not drawn) returned DAGLB inhibitor 1, SR-BI HDL uptake -49, Arrestin-AP2 inh -13, RTF Ca sens inh -3, Keap1-Nrf2 PPI -2, SR-BI DiI-HDL act 49, PKA-R2B act -3, C-LANA FP 0.8, NSD2 inh -2 and PvdQ acylase -4.
For Cc1c2cnn(CC(=O)Nc3cccc(C(F)(F)F)c3)c(=O)c2c(C)n1Cc1ccccc1F the results were DAGLB inhibitor 1, SR-BI HDL uptake 5, Arrestin-AP2 inh 4, RTF Ca sens inh -1, Keap1-Nrf2 PPI -2, SR-BI DiI-HDL act -5, PKA-R2B act 1, C-LANA FP -0.4, NSD2 inh -2 and PvdQ acylase -20.
`NNC(=O)CCc1ccc(S(=O)(=O)N2CCOCC2)cc1` gave DAGLB inhibitor 0, Arrestin-AP2 inh 2, RTF Ca sens inh -16, Keap1-Nrf2 PPI -5, PKA-R2B act 3, C-LANA FP 0.4, NSD2 inh -2 and PvdQ acylase -10.
Screening CCOC(=O)Cc1csc(NC(=O)CSc2nncn2C)n1 returned DAGLB inhibitor 2, SR-BI HDL uptake -5, Arrestin-AP2 inh 9, RTF Ca sens inh -10, Keap1-Nrf2 PPI 0, SR-BI DiI-HDL act 5, PKA-R2B act -2, C-LANA FP -0.9, NSD2 inh 0 and PvdQ acylase 4.
